Compound activity as filed in PubChem.
miR122 inh = miR-122 inhibition in Huh7 cells; Huh7 miR-122 Renilla luciferase sensor, 48 h; neutral wells = 0, positive control = 100; activation (reporter increase), % at 12.5 µM; hit rate 0.3% among 340,000; AID 602342;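 active means mean replicate activation score at least 90 and every replicate individually at or above 90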;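 further: higher luciferase means less miR-122 activity so hits act as miR-122 inhibitors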
PGC1a acetyl inh = PGC1a acetylation modulation, inhibitor mode | U2OS PGC1a acetylation, AlphaScreen anti-acetyl-lysine; with virally co-expressed GCN5 acetyltransferase | inhibition, % at 15.6 µM | hit rate 0.17% among 350,000 | AID 651687;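 active means every replicate shows inhibition of at least 40%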;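 further: 0% = neutral control wells and 100% = positive control wells; some results beyond the cut were filed as inactive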
* hit, by the source's call.

SMILES | miR122 inh | PGC1a acetyl inh
CC(=O)c1cccc(S(=O)(=O)N2CCCC(c3nc(-c4ccc(C)o4)no3)C2)c1 (stereo not drawn) | -2 | -3
Cc1ccc(O)c(NC(=O)CCC2CCCCC2)c1 | 3 | -15
CCOc1ccc(-c2[nH]ncc2Oc2ccccc2OC)c(O)c1 | 24 | -6
Cc1nc2sccn2c1-c1nc(-c2cc3ccccc3o2)cs1 | -4 | 17
CCOC(=O)Cc1nnc(Nc2cccc(C)c2)c2ccccc12 | 5 | -11
Cc1[nH]c2ccccc2c1C(O)CN1CCN(c2cccc(C(F)(F)F)c2)CC1 (stereo not drawn) | -1 | -8
CCOC(=O)c1cnc(SCC(=O)c2ccc(C)cc2)nc1N | 4 | 11
O=C(COc1ccccc1)N1CCN(C(=O)c2cccc(F)c2)CC1 | -6 | 8
N#Cc1ccccc1NC(=O)Nc1cccc(Cl)c1 | -5 | 19
COc1ccc(/C=C/C(=O)NNc2c(F)c(F)cc(F)c2F)cc1OC | 2 | 0
COC(=O)c1ccc(CSc2nc3ccccc3c(=O)n2-c2ccccc2)o1 | -2 | -19
COC(=O)c1nc(NC(=O)c2ccc(Br)cc2)n[nH]1 | -7 | -1
CS(=O)(=O)Nc1ccc2[nH]c(=O)[nH]c2c1 | -7 | 9
O=c1oc(-c2cccc(S(=O)(=O)N3CCOCC3)c2)nc2ccccc12 | -5 | -8
CNC(=S)N(Cc1ccc2c(c1)OCO2)C1CC(=O)N(c2ccc(F)cc2)C1=O (stereo not drawn) | 8 | -7
Cc1ccc(CSCCNC(=O)c2ccc(N(C)S(=O)(=O)c3ccccc3)cc2)cc1 | -4 | -43
CCc1ccc(CN/C=C/C(=O)c2ccc(Br)cc2)cc1 | -5 | 1
CCOC(=O)COc1ccc2nsnc2c1Cl | 2 | -10
CCOc1cc(S(=O)(=O)Nc2cc(C)cc(C)c2)ccc1Cl | 118* | -22
CC1(C)OC(=O)C(=NNc2ccc(O)cc2)C(=O)O1 | -10 | 0
O=C(O/N=C\c1ccc(N2CCOCC2)c([N+](=O)[O-])c1)c1ccc(F)cc1 | 5 | -3
CC(=O)Nc1ccc(S(=O)(=O)N(CC(=O)O)Cc2ccccc2)cc1 | 4 | 7
CCn1c2c(c3ccc(OC)cc31)CCCC2=O | -2 | -1
CCOC(=O)c1sc(NC(=O)c2ccc(S(=O)(=O)N3CCOCC3)cc2)cc1C | 4 | -9
Cc1ccc(CSc2nnc(-c3ccncc3)n2CC2CCCO2)cc1 (stereo not drawn) | 6 | 6
COc1cc2c(cc1OC)-c1nnc(-c3ccco3)n1C1(CCCC1)C2 | 1 | -7
c1coc(CNc2c3c(nc4ncnn24)CCC3)c1 | -4 | -6
CC(C)(C)C(=O)/C=c1\[nH]c(=O)/c(=C\c2ccc(F)cc2)s1 | 9 | 0
Cc1cccc(OCCN2CSC(=S)N(C)C2)c1 | -4 | 14
Cc1csc(-c2cnn(-c3ccccc3)c2NC(=O)c2ccc(C(F)(F)F)cc2)n1 | 4 | -8
COC(=O)C1CCN(c2c([N+](=O)[O-])cc(C(F)(F)F)cc2[N+](=O)[O-])CC1 | 5 | 9
CCn1c(CSc2ncccn2)nnc1SCC(=O)N1CCc2ccccc21 | 3 | -6
CCN(CC)CCNC(=O)c1ccc(N2CCCCC2)c(NS(=O)(=O)c2ccc(C)cc2)c1 | 5 | -3
O=C(CCCSc1nc(-c2ccco2)cc(C(F)(F)F)n1)NCC1CCCO1 (stereo not drawn) | -3 | -11
Cc1cc(C)nc(-n2nc(C)c(Oc3ccccc3O)c2C)n1 | -1 | -1
c1ccc(OCCOCCSc2ncccn2)cc1 | 0 | 11
CCn1c(SCC(=O)OC(C)C)nnc1-c1cccc(Cl)c1 | -3 | -12
Cc1nn(C)c(C)c1NC(=O)CCSc1nc(-c2ccco2)cc(C(F)(F)F)n1 | 0 | 5
C=CCNc1nnc(-c2ccncc2)s1 | -7 | 7
CC(=O)Nc1ccc(SCC(=O)N(CCC#N)c2cc(C)cc(C)c2)cc1 | -2 | 12
CCC/C(O)=C1\C(=O)CC(c2ccccc2)CC1=NC (stereo not drawn) | -2 | -4
Cc1ccn2cc(-c3nonc3C)cc2c1 | -4 | -6
CCOC(=O)c1cnc2cc(-c3ccc(C)cc3)nn2c1-c1ccccc1 | -1 | 18
CC(=O)c1cc2c(cc1NC(=O)CN1CCOCC1)OCO2 | 0 | 1
CC(=O)N1CCC2(CC1)C(C#N)=C(N)Oc1n[nH]c(C(F)(F)F)c12 | -3 | 0

Two records picked at random from those above, as already listed:
SMILES | miR122 inh | PGC1a acetyl inh
Cc1nn(C)c(C)c1NC(=O)CCSc1nc(-c2ccco2)cc(C(F)(F)F)n1 | 0 | 5
Cc1ccn2cc(-c3nonc3C)cc2c1 | -4 | -6

17 neighbouring entries from above, for reference:
SMILES | miR122 inh | PGC1a acetyl inh
Cc1cccc(OCCN2CSC(=S)N(C)C2)c1 | -4 | 14
Cc1csc(-c2cnn(-c3ccccc3)c2NC(=O)c2ccc(C(F)(F)F)cc2)n1 | 4 | -8
COC(=O)C1CCN(c2c([N+](=O)[O-])cc(C(F)(F)F)cc2[N+](=O)[O-])CC1 | 5 | 9
CCn1c(CSc2ncccn2)nnc1SCC(=O)N1CCc2ccccc21 | 3 | -6
CCN(CC)CCNC(=O)c1ccc(N2CCCCC2)c(NS(=O)(=O)c2ccc(C)cc2)c1 | 5 | -3
O=C(CCCSc1nc(-c2ccco2)cc(C(F)(F)F)n1)NCC1CCCO1 (stereo not drawn) | -3 | -11
Cc1cc(C)nc(-n2nc(C)c(Oc3ccccc3O)c2C)n1 | -1 | -1
c1ccc(OCCOCCSc2ncccn2)cc1 | 0 | 11
CCn1c(SCC(=O)OC(C)C)nnc1-c1cccc(Cl)c1 | -3 | -12
Cc1nn(C)c(C)c1NC(=O)CCSc1nc(-c2ccco2)cc(C(F)(F)F)n1 | 0 | 5
C=CCNc1nnc(-c2ccncc2)s1 | -7 | 7
CC(=O)Nc1ccc(SCC(=O)N(CCC#N)c2cc(C)cc(C)c2)cc1 | -2 | 12
CCC/C(O)=C1\C(=O)CC(c2ccccc2)CC1=NC (stereo not drawn) | -2 | -4
Cc1ccn2cc(-c3nonc3C)cc2c1 | -4 | -6
CCOC(=O)c1cnc2cc(-c3ccc(C)cc3)nn2c1-c1ccccc1 | -1 | 18
CC(=O)c1cc2c(cc1NC(=O)CN1CCOCC1)OCO2 | 0 | 1
CC(=O)N1CCC2(CC1)C(C#N)=C(N)Oc1n[nH]c(C(F)(F)F)c12 | -3 | 0

Carrying on.
SMILES | miR122 inh | PGC1a acetyl inh
Clc1ccccc1-c1ccc(CN2CCN(c3ccccc3)CC2)o1 | -2 | 1
CC(Sc1nnc(Cc2cccs2)n1C1CCCCC1)C(=O)NCc1ccco1 (stereo not drawn) | 3 | -17
O=C(c1ccccc1)n1ccc(-c2cnc(-c3ccccc3)s2)n1 | 2 | -16
CSc1nc(N(C)NC(=O)c2ccccc2)c2ccccc2n1 | 39 | 5
COc1ccc(C2=NOC(C(=O)NCc3ccco3)C2)cc1OC (stereo not drawn) | 34 | -2
CCN1C2=NCCCN2c2cc(C)c(C)cc21 | 1 | 6
Cc1ccccc1NC(=O)c1ccc(N/N=C/c2ccccc2O)c([N+](=O)[O-])c1 | -10 | 2
Cn1nnnc1SCc1cn2cccnc2n1 | -11 | -6
O=C(NCCO)c1nc2ccccc2s1 | -4 | 7
NC(=O)NC(=O)COC(=O)CCCc1c[nH]c2ccccc12 | -4 | -6
CC(NC(=O)c1ccc(F)cc1)c1ccc2c(c1)CCCC2 (stereo not drawn) | -3 | -30
O=C(Nc1cccnc1)c1cn(-c2ccccc2)nc1-c1cccs1 | -2 | -31
COc1ccc(C2C(C(=O)Nc3ccccc3OC)=C(C)Nc3nnnn32)c(OC)c1 (stereo not drawn) | 3 | 8
CC1(c2cccs2)CC(c2cccs2)=C(C#N)C(=O)N1 (stereo not drawn) | -7 | 10
N#C/C(=C(\O)CCl)c1nnc2n1CCCCC2 | -3 | -7
COc1ccc(OC)c(C2C(C(C)=O)=C(O)C(=O)N2c2ccc(O)cc2)c1 (stereo not drawn) | -2 | 7
O=S(=O)(N/N=C\c1cn(-c2ccccc2)nc1-c1ccccc1)c1ccccc1 | -1 | -14
CSc1ccc(/C=C/C(=O)c2ccc(NC(=O)C(C)C)cc2)cc1 | -5 | 2
Cc1ccc(Sc2ccc(/C=N/O)cc2[N+](=O)[O-])cc1 | -1 | -36
Cc1ccc2cc3c(NC(=O)c4ccco4)nn(C)c3nc2c1 | 2 | -17
O=C(c1ccc(N2C(=O)C3CC=C(Cl)CC3C2=O)cc1)N1CCOCC1 (stereo not drawn) | -9 | 7
O=C(COC(=O)c1cncc(Br)c1)NCc1ccco1 | -6 | 8
O=C(NNC(=O)c1ccc2ccccc2c1O)c1ccccc1Cl | 0 | -5
C=CCc1ccc(OCCCCN2CC(C)OC(C)C2)c(OC)c1 (stereo not drawn) | 4 | -13
CCc1nnc(NC(=O)c2cccc(OC)c2)s1 | 5 | 1
CCN(CC)CCCNS(=O)(=O)c1ccc(OC)cc1 | 4 | -5
COC(=O)c1cn(CCOc2ccccc2)c2ccccc12 | -6 | -49
CCOC(=O)c1[nH]c2ccccc2c1NC(=O)C1CCCCC1 | -1 | 3
CCC(C)C(NC(=O)C1CCC(C)CC1)C(=O)NCc1ccccn1 (stereo not drawn) | -4 | -1
CCOC(=O)CC(=O)CSc1nc2c(cc1C#N)CCC2 | 2 | 13
CC(C)Cn1c2c(c(O)c(C(=O)Nc3ncccc3O)c1=O)CCCC2 | -7 | -3
C(=N\c1ncnc2sccc12)/NOCc1ccccc1 | -7 | 29
Nn1c(=O)c2ccccc2n2c(SCc3ccc(C(F)(F)F)cc3)nnc12 | 4 | -10
COc1cc(C(=O)Nc2cccc(-c3nc4ccccc4o3)c2C)cc(OC)c1OC | 6 | 2
Cc1cccc(NC(=O)COc2ccc(Br)cc2)n1 | -5 | 0
c1ccc(-n2c(Sc3cnccn3)nnc2-c2cccs2)cc1 | -2 | -2
CCOC(=O)NC(C(F)(F)F)(C(F)(F)F)P(=O)(c1ccccc1)c1ccccc1 | -1 | -15
CCOC(=O)c1c(C)n(C)c2ccc(OCC(O)CNC(CC)CO)cc12 (stereo not drawn) | 1 | 39
CCOC(=O)CCc1c(C)c2ccc(OCC(=O)N(CC)CC)c(C)c2oc1=O | -2 | 2
COc1ccc(-c2nnn(CC(=O)N(Cc3cccs3)C(C)C(=O)NCCC(C)C)n2)cc1OC (stereo not drawn) | 8 | 1
O=C(NCc1ccccc1)c1ccc(C2SCC(=O)N2Cc2ccccc2)cc1 (stereo not drawn) | 2 | -12
Cn1cccc1C(=O)NC(=O)COC(=O)c1ccccc1O | 4 | 1
Cc1cc2c3c(ccc(C)c3n1)N=CN2c1ccccc1 | -4 | 8
Cc1ccc(C(=O)C2OC(=O)C(C)(C)C(=O)C2(C)C)cc1 (stereo not drawn) | -1 | 9
CC1CN(C2CCN(C(=O)COc3ccc(Cl)cc3)CC2)CC(C)O1 (stereo not drawn) | 6 | 36
CCCCCn1c(N)c(-c2nc3ccccc3s2)c2c([N+](=O)[O-])nn(CC)c(=O)c21 | -24 | 3
CCN=C(Nc1ccc2c(c1)OCO2)SC1CC(=O)N(c2ccc(OC)cc2)C1=O (stereo not drawn) | 0 | -5
Cc1ccc2ncc([N+](=O)[O-])n2c1 | -3 | 4
O=S1(=O)C=C(SCc2cccc(Cl)c2)Nc2ccccc21 | 16 | 0
CCOC(=O)c1[nH]c(C)c(/C(O)=C2\C(=O)C(=O)N(CCCN(C)C)C2c2cccnc2)c1C (stereo not drawn) | -2 | -3
Cc1ccc(S(=O)(=O)c2c(N)n(CCCO)c3nc4ccccc4nc23)cc1 | 23 | -17
CCOc1ccc2c(c1)-c1c(ssc1=S)C(C)(C)N2 | -1 | -63
O=c1[nH]c(Nc2ccccc2)cc2ccccc12 | 2 | -8
O=C(c1ccccc1)N1CCN2C(=O)c3ccccc3C12c1ccc(Cl)cc1 (stereo not drawn) | -6 | -21
Cc1cc(C)nc(NC(=NCCc2c[nH]c3ccccc23)NC(=O)c2ccco2)n1 | -5 | -12
N#Cc1ccc(CSc2nnc(-c3cccnc3)n2-c2ccccc2)cc1 | -1 | -5
Cc1ccc(C(=O)NCc2ccccn2)c(Cl)c1 | 1 | 8
Cc1nc2c(-c3ccccc3)c(C)nn2c(N)c1-c1ccccc1 | 3 | -1
CNC(=O)c1c(O)c2cccc3c2n(c1=O)CC3 | 0 | 0
CC1=CCC2C(=O)N(c3ccc(C)cc3)C(=O)C2C1 (stereo not drawn) | 39 | -18
Next section.
SMILES | miR122 inh | PGC1a acetyl inh
CC1CC(NC(=O)C2(C)CC2(Cl)Cl)CC(C)(C)C1 (stereo not drawn) | -2 | -5
CCOc1ccc(C(=S)N2CCCC2)cc1 | -3 | -11
COc1ccc(Nc2nc(N3CCCC3)c3ccccc3n2)cc1 | -12 | 15
COC(=O)c1c(-c2ccc(F)cc2)csc1NC(=O)c1ccco1 | -4 | -6
O=S(=O)(Cc1ccc(Cl)cc1)c1ccccc1-c1nnc(-c2ccccc2)o1 | 0 | -5
O=S(=O)(c1cccc(NC(=S)N2CCN(c3ccccc3)CC2)c1)C(F)F | -1 | -2
CCc1ccc(C(=O)/C=C/c2ccc([N+](=O)[O-])o2)cc1 | 12 | -19
Cc1cccc(NS(=O)(=O)c2cccc3nsnc23)c1 | 31 | -18
CC1CCN(C(=O)c2ccc(NC(=O)C3CCCO3)cc2)CC1 (stereo not drawn) | 0 | 13
CN1CCN(C(=O)c2ccc3c(=O)n4c(nc3c2)CCCCC4)CC1 | -7 | -38
CCOC(=O)N1CCN(C(=O)COc2ccc(Cl)cc2C)CC1 | -9 | 5
CCOC(=O)c1c(NC(=O)CSc2nncs2)sc(C)c1C | -3 | -5
C/C(=N\Nc1ncc(Cl)cc1Cl)c1ccccn1 | 53 | -21
CCn1c2ccccc2c2cc(NC(=O)CSc3nnc(-c4ccccc4)o3)ccc21 | 26 | -4
CCOC(=O)C(C)Sc1nc(C2CC2)cc(C(F)(F)F)c1C#N (stereo not drawn) | 1 | -13
COc1ccccc1NC(=O)CSc1nc(O)cc(=O)[nH]1 | -8 | -19
CSc1nc(N2CCOCC2)c2c(c1C#N)CC(C)(C)OC2 | -4 | -21

An excerpt (hit frequency here may not be typical).
